Assay outcomes as filed in PubChem.
TbPYK inhibitor = T. brucei pyruvate kinase inhibition. Q57TT1. TbPYK enzyme, Kinase-Glo Plus ATP luminescence, 45 min. Potency, µM (series often up to 76.8 µM), for the others: top-dose activity, negative = inhibition, actives largely listed as inhibitors. 0.12% of 410,000 active. AID 624173; further: nearly all actives have a fitted effect of over 50% in size
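In this concentration-response screen, enzyme-free wells defined baseline while DMSO plates tracked drift. Each reaction combined TbPYK, substrate, compound and 130 uM ADP for 45 min at room temperature. Kinase-Glo Plus luminescence gave the signal.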
HCV inh = inhibitors of hepatitis C virus infection. Huh7.5.1 HCVcc-Cre infection, luciferase reporter, 44 h. Potency, µM (highest dose often 41.8 µM), for inactives: at the highest dose activity change, negative = inhibition, actives largely listed as inhibitors. 3.4% of 340,000 active. AID 651820
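HCVcc-Cre virus at an moi near 0.5 was added right after compound to cells cultured 4 h from seeding (1,000 cells/well). Luciferase activity was determined 44 h later, 15 min after substrate addition at RT.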
* = called active by the depositor; ? = inconclusive; [ ] = dose if it differs, or a comment. The call rests on the fitted dose curve; in most records, active means well fitted curve in the direction sought with a large enough effect; inconclusive means small, poorly fitted or top-dose-only effect, or another doubt; inactive means no such curve, though single readings can be large; an effect the other way counts as inactive or inconclusive. On the % scale 0 is the no-effect control and ±100 the full control effect; potency means the concentration at half of the fitted maximal effect. These rows are one share of the data. The share of hits here may be higher or lower than overall.

Molecule,TbPYK inhibitor,HCV inh
Cc1ccc2c(c1)[C@H]1[C@H](CO2)[C@H](c2ccccc2)[C@]2(C)C(=O)Nc3ccc(F)cc3C(=O)N12,0%,?
CC(OC(=O)c1ccc(S(=O)(=O)NCc2ccco2)cc1)C(=O)Nc1ccccc1 (stereo unspecified),-7%,-4%
CC(Sc1ccccc1F)C(=O)Nc1cccc(S(=O)(=O)N2CCOCC2)c1 (stereo unspecified),7%,-2%
CC(C=NNC(=O)C(=O)NN=CC(C)=Cc1ccccc1)=Cc1ccccc1,-3%,-9%
COc1ccccc1-c1cccc([C@@H]2C[C@H]3[C@H](CON3C)CN2C)c1,5%,?
CC[C@]12c3[nH]c4ccc(Cl)cc4c3CCN1C(=O)[C@@H](CC(=O)NCC13CC4CC(CC(C4)C1)C3)C[C@@H]2C(=O)N1CCN(C(=O)C2CC2)CC1,-2%,?
COc1ccccc1-c1sc2cc3c(cc2c1-c1ccc(O)cc1)OCO3,2%,?
CCN(CC)C(=O)[C@H]1CC(CC(=O)NCc2cccc(C(F)(F)F)c2)C(=O)N2CCc3c([nH]c4ccccc34)[C@]12C (stereo partly specified),4%,13µM*
OCCN1CCSC1=S,-5%,13%
O=C(NC(=S)Nc1cccc(NC(=S)NC(=O)c2ccccc2)c1)c1ccccc1,-4%,?
NS(=O)(=O)c1cccc(NC(=O)CSc2nnc(C3CC3)n2-c2ccccc2)c1,-7%,-6%
C[C@H](CO)N1C[C@H](C)[C@@H](CN(C)C)Oc2c(NS(=O)(=O)c3ccccc3)cccc2C1=O,-6%,9%
CN(C)Cc1ccccc1CCc1ccccc1,7%,-29%
CCCSc1ccc([C@@H]2[C@@H]3C(=O)N(CC)C(=O)[C@@H]3[C@]3(C(=O)OC)CCCCN23)cc1OC,0%,-1%
Cc1ccc2nc(SC(C)C(=O)NC3CCCC3)[nH]c2c1 (stereo unspecified),-2%,-18%
COc1cc(CNC(=O)c2ccc3c(c2)S(=O)(=O)c2ccccc2C3=O)cc(OC)c1,-7%,9%
O=C(c1ccc2c3c(cccc13)CC2)N1CCN(c2ncccn2)CC1,1%,-17%
C=C(CCO)C1=CCN(S(=O)C(C)(C)C)[C@@H]1CCO (stereo partly specified),-9%,54%[activator]
CN(C(=O)c1ccc(NC(=O)Cc2ccc(NC(=O)C3CCCN(C(=O)CCc4ccccc4)C3)cc2)cc1)C1CCCC1 (stereo unspecified),1%,?
COc1ccccc1C(=O)NCC(=O)N1CCN(C/C=C/c2ccccc2)CC1,4%,?
O=C(Cc1cccc(NC(=O)C2CCN(C(=O)C3CCC3)CC2)c1)Nc1cccc(C(=O)N2CCCCC2)c1,-4%,3%[8.37 µM]
O=C(COC(=O)c1ccc(Br)o1)NCC1CCCCC1,-2%,7%
COc1ccc(C2c3c(oc4ccccc4c3=O)C(=O)N2Cc2ccncc2)cc1OC (stereo unspecified),3%,9%
COc1ccc(NC(=O)CCN(c2ccc(OC)cc2)S(=O)(=O)c2ccc(C)c(C)c2)cc1,-8%,-24%
CCCn1c(SCC(=O)NCCCN2CCCC2=O)nc2ccccc2c1=O,4%,14%

Random excerpt: seven records from the list.
Molecule,TbPYK inhibitor,HCV inh
CC(Sc1ccccc1F)C(=O)Nc1cccc(S(=O)(=O)N2CCOCC2)c1 (stereo unspecified),7%,-2%
COc1ccccc1-c1cccc([C@@H]2C[C@H]3[C@H](CON3C)CN2C)c1,5%,?
COc1ccccc1C(=O)NCC(=O)N1CCN(C/C=C/c2ccccc2)CC1,4%,?
CC(C=NNC(=O)C(=O)NN=CC(C)=Cc1ccccc1)=Cc1ccccc1,-3%,-9%
CC[C@]12c3[nH]c4ccc(Cl)cc4c3CCN1C(=O)[C@@H](CC(=O)NCC13CC4CC(CC(C4)C1)C3)C[C@@H]2C(=O)N1CCN(C(=O)C2CC2)CC1,-2%,?
CCCSc1ccc([C@@H]2[C@@H]3C(=O)N(CC)C(=O)[C@@H]3[C@]3(C(=O)OC)CCCCN23)cc1OC,0%,-1%
NS(=O)(=O)c1cccc(NC(=O)CSc2nnc(C3CC3)n2-c2ccccc2)c1,-7%,-6%

Going on with the list:
Molecule,TbPYK inhibitor,HCV inh
CC(=NNC(=S)N1CCN(c2ccccn2)CC1)c1ccccn1,-19%,?
CC(C)(C)OC(=O)C[C@@H]1C/C=C\C[C@H](CC(=O)NCCO)C(=O)N2CCC[C@@H]2COC1=O,-2%,5%
Clc1ccc(SCc2cc(Cl)nc(-c3ccccc3)n2)cc1,-4%,-9%
COc1ccccc1NS(=O)(=O)c1ccc(C(=O)NCC(c2ccc(F)cc2)N2CCOCC2)cc1 (stereo unspecified),0%,5%
O=CNc1c(Br)cc2c(c1Br)Cc1cc(Br)ccc1-2,-6%,?
CCC(CO)Oc1cc(NCc2cccc(C)c2)c2ncn(C(C)C)c2c1 (stereo unspecified),-9%,?
O=c1cc(-c2ccco2)oc2ccccc12,1%,?
CCN(C(=O)COC(=O)c1cc(OC)ccc1Br)C1CCS(=O)(=O)C1 (stereo unspecified),0%,0%
O=C(COC(=O)Cc1ccc(Cl)cc1Cl)NC1CC1,-1%,-9%
C=CCC[C@H](Cc1ccc(F)cc1)C(=O)OC[C@@H](C)NC(=O)[C@@H](CC=C)CC(=O)N[C@@H](CO)Cc1ccccc1,0%,11%[8.37 µM]
O=C(C[C@@H]1C/C=C\C[C@H](NC(=O)OCC2c3ccccc3-c3ccccc32)C(=O)OC[C@@H]2CCCN2C1=O)N[C@@H](CO)Cc1ccccc1,-1%,1%
O=C(NCC1CC1)c1ccc2c3n(nc2c1)-c1ccc(Cl)cc1CO3,3%,?
COc1ccc(S(=O)(=O)N2CCOCC2)cc1NC(=O)CSc1ncccn1,-4%,11%
O=C(O)CC1(CC(=O)Nc2nccs2)CCCCC1,-1%,-3%
O=C(O)c1cc(N2CCCC2)ccn1,29%,27%
O=C1C[C@@H](c2ccccc2)Oc2cc(O)cc(O)c21,-1%,6%
CC(C)(C)S(=O)(=O)N1Cc2ccc(CO)cc2[C@@H]1CCO,5%,16%
CC1CCN(Cc2nc3c(c(=O)n(C)c(=O)n3C)n2CCc2ccccc2)CC1,1%,2%
Cc1ccc(S(=O)(=O)N2CCCCC2)cc1NC(=O)CN1C(=O)c2ccccc2S1(=O)=O,0%,-1%
O=S(=O)(c1ccc(Br)cc1F)N1CCC(O)CC1,1%,17%
COc1ccc(NC(=O)Nc2ccc3c(c2)C(=O)N([C@H](C)CO)C[C@H](C)[C@@H](CN(C)C(=O)Nc2ccccc2)O3)cc1,-2%,-14%
CCCCn1c(N)c(N(CC)C(=O)CCNC(=O)c2ccc(Cl)cc2)c(=O)[nH]c1=O,0%,10%
COc1cc(/C=C/C(=O)OCC(=O)NC2CC2)cc(OC)c1OC,2%,-13%
CC(NC(=O)c1ccc([N+](=O)[O-])o1)C1CC2CCC1C2 (stereo unspecified),10%,11µM*
C=CC[C@@H](CC(=O)N(CCO)Cc1ccccc1)C(=O)N[C@H](COC(=O)[C@@H](CC=C)CC(=O)OC(C)(C)C)Cc1c[nH]c2ccccc12,6%,11µM*
Cc1cccc(C(=O)NCN2CCN(c3ccccc3C#N)CC2)c1,5%,17%
CC[C@]12c3[nH]c4cc(CCC(=O)N(C)C)ccc4c3CCN1C(=O)[C@@H](CC(=O)NCCCOC)C[C@@H]2C(=O)N1CCN(C(=O)c2ccco2)CC1,-6%,33%[activator]
C=CCC[C@H](Cc1ccc(F)cc1)C(=O)OC[C@H](Cc1c[nH]c2ccccc12)NC(=O)[C@H](CC=C)CC(=O)NCCO,-1%,12%
Cc1ccc(CN(C)C(=O)c2cc(S(=O)(=O)N3CCOCC3)ccc2F)o1,1%,19%
CC(C)(C)OC(=O)N(Cc1ccccc1)Cc1ccc(OCc2cccc(NC(=O)c3ccccc3)c2)cc1,-1%,-5%[8.37 µM]
Cc1cc(C)c2c3c(c(-c4ccccc4)n2n1)c(=O)n(C)c(=O)n3C,-4%,7%
CC(NNC(=S)N1CCN(c2ccccn2)CC1)c1nccc2ccccc12 (stereo unspecified),-31%,?
NC(=O)c1ccc(NC(=O)COC(=O)c2ccc3ccccc3n2)cc1,-2%,-6%
Cc1ccc(CNC(=O)CN(C)S(=O)(=O)c2ccc(F)cc2)cc1,-1%,-11%
N#CC1c2ccccc2C=CN1C(=O)N(c1ccccc1)c1ccccc1 (stereo unspecified),-4%,?
COc1ccccc1CNC(=O)COC(=O)c1ccncc1,-4%,5%
CC1([N+](=O)[O-])COP(=O)(NC2CC2)OC1 (stereo unspecified),0%,-3%
COc1ccc(C(CNS(=O)(=O)c2ccc(NC(C)=O)c(OC)c2)N2CCCCC2)cc1 (stereo unspecified),11%,5%
CC1CCCCC1NC(=O)CCS(=O)(=O)c1ccc(Cl)cc1 (stereo unspecified),4%,6%
Cn1c(N)c(C(C[N+](=O)[O-])c2ccccc2Cl)c(=O)n(C)c1=O (stereo unspecified),2%,-9%
CC(=O)Nc1ccc(NC(=O)C(C)OC(=O)CCSc2ccccc2Cl)cc1 (stereo unspecified),-2%,11%
CC(=O)c1cccc(NC(=O)CN2C(=O)NC(C)(C)C2=O)c1,5%,19%
NS(=O)(=O)c1cccc(NC(=O)c2ccc(S(=O)(=O)N3CCCCCC3)cc2)c1,7%,?
COc1ccc(CCN(C)C(=O)c2ccc3c(=O)n4c(nc3c2)CCCCC4)cc1OC,4%,-4%
O=C(NCCc1ccccc1)c1cccc2c1C(=O)c1ccc(N3CCOCC3)cc1S2(=O)=O,-6%,-3%
O=C1c2ccccc2-c2cccc3cccc1c23,-10%,?
O=C(C[C@@H]1C/C=C/CC[C@@H](Cc2ccc(F)cc2)C(=O)O[C@@H](c2ccccc2)CNC1=O)NCCO,1%,6%
O=C(Nc1ccccc1-c1nnn(CC(=O)N2CCCc3ccccc32)n1)c1cccc(Cl)c1,1%,?
CCCCCCCCNS(=O)(=O)CCNCc1ccc(OC)cc1,-9%,8%
O=C(N[C@H]1C/C=C\C[C@H](CC(=O)N(CCO)Cc2ccccc2)C(=O)N[C@@H](c2ccccc2)COC1=O)OCC1c2ccccc2-c2ccccc21,3%,8%

Ordered by SMILES length (highest first): some entries from above.
Molecule,TbPYK inhibitor,HCV inh
CC[C@]12c3[nH]c4cc(CCC(=O)N(C)C)ccc4c3CCN1C(=O)[C@@H](CC(=O)NCCCOC)C[C@@H]2C(=O)N1CCN(C(=O)c2ccco2)CC1,-6%,33%[activator]
COc1ccc(C(CNS(=O)(=O)c2ccc(NC(C)=O)c(OC)c2)N2CCCCC2)cc1 (stereo unspecified),11%,5%
CC1CCCCC1NC(=O)CCS(=O)(=O)c1ccc(Cl)cc1 (stereo unspecified),4%,6%
COc1ccccc1CNC(=O)COC(=O)c1ccncc1,-4%,5%
O=C1c2ccccc2-c2cccc3cccc1c23,-10%,?

Continued:
Molecule,TbPYK inhibitor,HCV inh
C[C@H]1CN([C@@H](C)CO)C(=O)Cc2cc(NC(=O)C3CC3)ccc2O[C@H]1CN(C)Cc1ccc(Oc2ccccc2)cc1,-3%,-36%
O=S1(=O)[C@H]2C[C@H](CO)O[C@@]2(CO)CN1Cc1ccc(-c2ccc(F)cc2)cc1,4%,11µM*
CC(=O)C[C@H]1c2cc(F)ccc2S(=O)(=O)N1c1ccc(N(C)C)cc1,-14%,-14%
Cc1ccc(C(=O)OCC(=O)N(Cc2ccccc2)C(C)C)cc1C,-2%,-1%
CC(=O)N1CCc2cc([N+](=O)[O-])ccc21,4%,37%[activator]
COc1ccc2sc(-c3ccc(S(C)(=O)=O)cc3)c(C(=O)NCCc3c[nH]c4ccccc34)c2c1,2%,?
O=[N+]([O-])c1ccc(NN=C2CCCCC2)c([N+](=O)[O-])c1,0%,-3%
O=C(OCc1ccccc1)N1CCC2CC1c1cc(N3CCOCC3)ccc12 (stereo unspecified),-4%,0.32µM*
O=C(Nc1nccs1)OCc1ccccc1,-1%,14%
C=CCC[C@H](Cc1ccc(F)cc1)C(=O)OC[C@@H](Cc1c[nH]c2ccccc12)NC(=O)[C@@H](CC=C)CC(=O)NCCO,-1%,?
Cc1noc(/C=C/N(C)C)c1S(=O)(=O)N1CCCC(C(=O)N2CCc3ccccc32)C1 (stereo unspecified),1%,-18%
O=C1[C@H]2[C@H](C=CC[C@H]2C(=O)N2CCN(c3ccccc3)CC2)CCN1Cc1ccc(Cl)c(Cl)c1,3%,11%
Cc1cc(NC(=O)COC(=O)c2ccccc2Cl)no1,-1%,11%
COCCCNC(=O)C[C@H]1C[C@H](C(=O)N2CCCCC2)[C@@]2(C)c3[nH]c4cc(-c5ccco5)ccc4c3CCN2C1=O,0%,-13%
COc1ccc(C(CNC(=O)CCNS(=O)(=O)c2ccccc2C(F)(F)F)N2CCOCC2)cc1 (stereo unspecified),5%,19%
Cc1[nH]c(=O)n(C(C)C)c(=O)c1Br,-2%,19%
COC(=O)C1=C(N)Oc2cc(C)n(Cc3ccncc3)c(=O)c2C1c1cccnc1 (stereo unspecified),6%,9%
